High-throughput results: PubChem, National Center for Advancing Translational Sciences (NCATS)
Fluorescein autfl = fluorescein region autofluorescence; Compound autofluorescence, 480/540 nm, fluorescein-equivalent; active compounds read high; 59,000 compounds, 0.91% hits; max fluorescein-equivalent concentration, M; AID 593; in the data active = max fluorescein-equivalent concentration above about 10 nM; inconclusive = between about 1.1 nM and that limit
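Normalized response (dye-equivalent concentration) derives from comparing each well's 540 nm emission, under 480 nm excitation, with plate-resident fluorescein standards. Compounds were held in 100 mM Tris, pH 8.0, for 15 min at room temperature.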
Rhodamine autofl = compound fluoresces in the rhodamine spectral region; Rhodamine-region fluorescence, 547/598 nm, Tris buffer; active compounds read high; max dye-equivalent concentration, M; 59,000 compounds, 0.05% hits; AID 594; in the data active = max dye-equivalent concentration above about 11 nM; inconclusive = between about 1.1 nM and that limit
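Intensities are converted to rhodamine-equivalent concentration using a six-point rhodamine standard on each plate. Compounds sit 15 min at room temperature in 100 mM Tris buffer, pH 8.0; read uses the 547/598 nm excitation/emission pair.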
Texas Red fluor = compounds fluorescent in Texas Red spectral region; Compound fluorescence, Texas Red channel, 547/618 nm; active compounds read high; max dye-equivalent concentration, M; 59,000 compounds, 0.06% hits; AID 587; in the data active = max dye-equivalent concentration above about 10 nM; inconclusive = between about 1.1 nM and that limit
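Compound fluorescence was read after 15 min at room temperature in 100 mM Tris, pH 8.0, using 547 nm excitation and 618 nm emission across a concentration series. It was expressed as Texas Red dye-equivalent concentration from an on-plate standard curve.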
FLuc inh = inhibitors of firefly luciferase | P08659 | purified firefly luciferase, luminescence, 8 min | Potency, µM (highest dose often 57.1 µM), without a hit: at the top dose activity change, negative = inhibition, hits mostly inhibitors | 72,000 compounds, 2.2% hits; also: potency is read from the fitted curve at half-maximal effect; % is scaled to controls: 0 for no effect and ±100 for the full control effect; nearly all actives have a fitted effect of over 40% in size
Target sequence (P08659 whole entry, looked up): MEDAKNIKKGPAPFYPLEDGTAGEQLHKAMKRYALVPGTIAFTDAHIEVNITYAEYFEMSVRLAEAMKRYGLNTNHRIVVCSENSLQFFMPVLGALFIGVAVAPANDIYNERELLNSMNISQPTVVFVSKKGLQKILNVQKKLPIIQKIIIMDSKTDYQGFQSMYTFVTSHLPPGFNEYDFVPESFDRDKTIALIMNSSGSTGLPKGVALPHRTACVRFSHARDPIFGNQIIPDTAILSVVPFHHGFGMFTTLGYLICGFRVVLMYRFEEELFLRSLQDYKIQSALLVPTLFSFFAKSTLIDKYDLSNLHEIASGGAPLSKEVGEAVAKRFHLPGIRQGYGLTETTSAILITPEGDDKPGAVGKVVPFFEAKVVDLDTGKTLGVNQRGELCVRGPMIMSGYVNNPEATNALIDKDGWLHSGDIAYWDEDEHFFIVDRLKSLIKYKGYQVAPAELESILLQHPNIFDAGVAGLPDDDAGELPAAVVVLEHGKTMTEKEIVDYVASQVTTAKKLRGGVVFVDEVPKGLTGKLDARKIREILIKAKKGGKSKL
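Here, luciferase activity is measured as luminescence following an 8 min room-temperature reaction at 10 uM ATP, pH 7.2. Every library sample is titrated.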
A350 autofl = A350 region autofluorescence; 59,000 compounds, 11% hits; max dye-equivalent concentration, M; Compound autofluorescence, 340/450 nm, Alexa 350 dye-equivalents; active compounds read high; AID 590; in the data active = max dye-equivalent concentration above about 10 nM; inconclusive = mostly about 1.1 nM to 9.6 nM
Casp1 inh = blocks human caspase-1 allosterically or competitively | P29466 | Caspase-1 enzyme, Ac-WEHD-AFC fluorogenic rate | Potency, µM (highest dose often 57.5 µM), for inactives: top-dose activity change, negative = inhibition, most hits filed as inhibitors | 75,000 compounds, 0.03% hits;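 also: potency is read from the fitted curve at half-maximal effect; plate controls were vehicle for no effect and no substrate for full effect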
Target sequence (P29466 120-297 limits assumed): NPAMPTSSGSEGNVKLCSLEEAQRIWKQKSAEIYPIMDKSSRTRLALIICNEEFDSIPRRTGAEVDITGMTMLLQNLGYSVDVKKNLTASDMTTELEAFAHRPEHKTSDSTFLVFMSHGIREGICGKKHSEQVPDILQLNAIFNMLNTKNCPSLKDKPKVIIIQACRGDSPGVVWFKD
Target sequence (P29466 317-404 limits assumed): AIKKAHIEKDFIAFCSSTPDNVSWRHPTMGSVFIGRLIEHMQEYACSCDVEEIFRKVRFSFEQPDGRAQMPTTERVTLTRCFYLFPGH
Caspase-7 inhib = blocks human caspase-7 allosterically or competitively; recombinant caspase-7, Ac-DEVD-AFC fluorescence rate; Potency, µM (titrated, usually from 57.5 µM), inactives show at the top dose activity change, negative = inhibition, hits mostly inhibitors; 75,000 compounds, 0.02% hits; AID 889; active = well fitted inhibition curve with a large enough effect in the main read-out, with a control signal flat, not every such curve was filed as active; inconclusive = small, poorly fitted or top-dose-only effect, or a change in a side signal; also: potency is read from the fitted curve at half-maximal effect; % of control where 0% means no effect
HEK293 cAMP cs = raises cAMP in parental HEK293 cells, TSHR agonist counter-screen. parental HEK293 CNG cAMP sensor, membrane potential fluorescence. Potency, µM (highest dose often 57.1 µM), inactives show top-dose activation, most hits filed as activators. 73,000 compounds, 2.5% hits; also: potency is read from the fitted curve at half-maximal effect; % of control where 0% means no effect; nearly all actives have a fitted effect of over 55% in size
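Counterscreen for endogenous-receptor signalling: CNG-channel HEK 293 cells report cAMP rise by membrane depolarization. After 60 min dye equilibration with 100 uM RO 20-1724, compounds incubated 30 min before bottom-read fluorescence at 590 nm.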
4MU fluor = 4-MU region autofluorescence. compound autofluorescence, 340/450 nm, 4-MU equivalents; active compounds read high. max dye-equivalent concentration, M. 59,000 compounds, 11% hits. AID 589; in the data active = max dye-equivalent concentration above about 10 nM; inconclusive = mostly about 1.1 nM to 9.6 nM
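Compounds in 100 mM Tris, pH 8.0, incubated 15 min at room temperature, then fluorescence read at 340 nm excitation/450 nm emission. Signal converted to 4-MU dye-equivalent concentration using an on-plate six-point 4-MU standard curve.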
Tau filament bind = tau filament binding. P10636. recombinant tau filaments, thioflavin S fluorescence, 15 h; filaments grown with octadecylsulfate alongside compound. Potency, µM (doses to about 57.1 µM), for the others: top-dose activity change, negative = inhibition. 71,000 compounds, 2% hits. AID 596;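 also: potency is read from the fitted curve at half-maximal effect; % is scaled to controls: 0 for no effect and ±100 for the full control effect; actives lower thioflavin S fluorescence by blocking filaments or displacing dye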
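Tau 2 uM in ThS buffer dispensed; compound added; 60 uM ODS added (finals 1 uM tau, 30 uM ODS); 15 h 37 C; fluor ex450/em510.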
ERK AVP inh = blocks ERK signaling stimulated by vasopressin; HEK293-V1b, vasopressin-stimulated pERK AlphaScreen; Potency, µM (doses to about 57.5 µM), inactives show at the top dose activity, negative = inhibition, usual class: inhibitors; 72,000 compounds, 0.99% hits; AID 995; also: potency is read from the fitted curve at half-maximal effect; % is scaled to controls: 0 for no effect and ±100 for the full control effect; nearly all actives have a fitted effect of over 55% in size
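Overnight-seeded V1b-HEK293 cells in 1% FBS got compound, then vasopressin (25 nM final, 5 min, 37C), then lysis buffer. AlphaScreen detection of phospho-ERK; activity normalized to basal and full-stimulation controls.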
* hit, by the source's call; i = inactive; u = inconclusive; x = not tested or not shown; [ ] = remark or other dose. Unless noted, calls follow the shape of the dose curve; as a rule, active = well fitted curve in the direction sought with a large enough effect; inconclusive = small, poorly fitted or top-dose-only effect, or another doubt; inactive = no such curve, though single readings can be large; an effect the other way counts as inactive or inconclusive. A portion of the library; the hit share may differ from the screen's.

SMILES	Fluorescein autfl	Rhodamine autofl	Texas Red fluor	FLuc inh	A350 autofl	Casp1 inh	Caspase-7 inhib	HEK293 cAMP cs	4MU fluor	Tau filament bind	ERK AVP inh
CC(=O)OC(C)C	x	x	x	x	x	-3.4%	0.7%	5.4%	x	5.2%	-5.8%
COC(=O)C1=C(O)CSC1=Nc1cccc(C(F)(F)F)c1	x	x	x	0.6%	x	0.7%	-0.4%	6.4%	x	-9.6%	-4.4%
O=C(O)c1c[nH]c2cc(OCc3ccccc3)ccc2c1=O	i	i	i	2.9%[11.4 µM]	i	-0.1%[11.5 µM]	1.7%[11.5 µM]	6.6%[11.4 µM]	i	1.4%[11.4 µM]	22.2%[11.5 µM]
O=C(Nc1ccccc1C(=O)O)c1ncn[nH]1	x	x	x	-6.2%	x	-0.8%	-0.3%	3.2%	x	1.0%	-10.6%
CC1CCc2cc(F)cc3c(O)c(C(=O)NCc4ccco4)c(=O)n1c23 (stereo not given)	i	i	u	-1.1%[25.5 µM]	u	x	x	x	u	x	x
CSc1nc(C)cc(OCCNS(=O)(=O)c2cc(C)ccc2C)n1	u	i	i	0.9%[25.5 µM]	i	x	x	x	i	x	x
O=C(CCNS(=O)(=O)c1cccc2nsnc12)Nc1ccc2c(c1)OCCO2	i	i	i	-1.9%	i	-0.2%	1.7%	1.7%	i	-1.8%	7.4%
Cn1c(=O)[nH]c(=O)c2c1nc(NCc1ccccc1)n2CC(O)c1ccccc1 (stereo not given)	3.56e-08M*	i	i	1.2%	i	0.0%	-0.6%	4.0%	i	6.3%	-16.2%
Cc1ccc(S(=O)(=O)O)cc1C	x	x	x	x	x	-4.4%	-0.7%	-4.7%	x	-3.2%	13.8%
O=NC1=C(c2c(O)[nH]c3ccccc23)CCCC1	x	x	x	2.2%	x	-2.2%	1.7%	13.5%	x	-11.0%	16.9%
CCOc1ccc(OCC)c(NC(=O)CSc2nnc(-c3cccnc3)o2)c1	i	i	i	3.1%	i	0.6%	1.9%	-6.9%	i	1.1%	33.3%[activator]
COc1ccc(C2NC(=O)CS2)cc1OC (stereo not given)	i	i	i	2.6%	i	1.5%	0.3%	-1.0%	i	-2.6%	-14.3%
CCc1nc(N)c(C#N)c(-c2ccccc2OC)c1C	i	i	i	-1.8%	u	0.5%	0.5%	29.3%	u	5.5%	-5.1%
Oc1ccc(Cc2cc(Cl)cc(Cl)c2O)cc1Cl	u	i	i	1.8%[11.4 µM]	i	-1.8%[11.5 µM]	-3.3%[11.5 µM]	-7.2%[11.4 µM]	i	10.7%[11.4 µM]	12.1%[11.5 µM]
Cc1ccc(N2CC(C(=O)Oc3cccc(N4C(=O)CCC4=O)c3)CC2=O)cc1 (stereo not given)	i	i	i	-0.4%	i	-1.3%	0.9%	1.9%	i	3.4%	7.2%
O=C(Nc1ccc(S(=O)(=O)Nc2ccc(Cl)cc2)cc1)C1CCCO1 (stereo not given)	u	i	i	1.7%	i	-3.1%	-1.3%	-6.5%	i	-3.3%	-22.8%
Cn1c(SCc2ccccc2)nnc1-c1ccncc1	i	i	i	1.6%	3.99e-08M*	-2.8%	-7.8%	-2.4%	3.69e-08M*	-8.3%	-13.3%
COc1ccc(-c2nc(S(=O)(=O)c3ccc(C)cc3)c(N3CCCC3)o2)cc1	i	i	u	-0.3%	i	0.2%	-0.4%	u	i	-2.6%	-9.1%
O=C(CSc1ncc(-c2ccc(F)cc2)[nH]1)Nc1cccc(O)c1	i	i	u	-16.8%	i	-0.3%	-1.2%	-25.5%	i	-19.0%	9.3%
CCOC(=O)c1sc(NC(NC(=O)c2ccco2)(C(=O)OC)C(F)(F)F)nc1C (stereo not given)	i	i	u	0.1%	i	-3.5%	3.5%	u	i	-6.2%	2.2%

Full records from above:
`O=C(Nc1ccc(S(=O)(=O)Nc2ccc(Cl)cc2)cc1)C1CCCO1` (stereo not given) across the screens: Fluorescein autfl = u; Rhodamine autofl = i; Texas Red fluor = i; FLuc inh = 1.7%; A350 autofl = i; Casp1 inh = -3.1%; Caspase-7 inhib = -1.3%; HEK293 cAMP cs = -6.5%; 4MU fluor = i; Tau filament bind = -3.3%; ERK AVP inh = -22.8%
`COC(=O)C1=C(O)CSC1=Nc1cccc(C(F)(F)F)c1` across the screens: Fluorescein autfl = x; Rhodamine autofl = x; Texas Red fluor = x; FLuc inh = 0.6%; A350 autofl = x; Casp1 inh = 0.7%; Caspase-7 inhib = -0.4%; HEK293 cAMP cs = 6.4%; 4MU fluor = x; Tau filament bind = -9.6%; ERK AVP inh = -4.4%

The list continues:
SMILES	Fluorescein autfl	Rhodamine autofl	Texas Red fluor	FLuc inh	A350 autofl	Casp1 inh	Caspase-7 inhib	HEK293 cAMP cs	4MU fluor	Tau filament bind	ERK AVP inh
COc1ccccc1N1CCN(S(=O)(=O)c2ccc(Cl)s2)CC1	i	i	i	0.0%	i	-0.8%	-1.0%	u	i	-7.7%	48.5%[activator]
Cn1ccnc1SCc1cc(=O)[nH]c2ccccc12	i	i	i	0.2%	i	-0.8%	-0.4%	4.0%	i	-5.4%	3.7%
N#Cc1c(/N=C/c2ccco2)sc2c1CCC2	i	i	u	2.51µM*	i	2.0%	-1.9%	-7.1%	i	15.8µM*	-9.5%
O=C(Cc1cccs1)Nc1nnc(CCc2ccccc2)s1	u	i	i	-0.6%	u	-3.5%	-13.4%	-1.5%	i	-9.6%	-12.4%
CCOC(=O)CSc1nnc(CNc2ccc(Cl)cc2)n1-c1ccccc1	i	i	u	-36.2%	i	3.5%	-2.4%	15.5%	i	-6.6%	11.2%
CC(C)(C)c1ccc(SCC(N)=O)cc1	u	i	i	-1.5%	i	-0.5%	-4.2%	-1.2%	i	-5.1%	-23.0%
Cc1ccc(CN(CC(=O)NCCc2ccccc2)C(=O)CCCC(=O)Nc2cc(C)on2)cc1	i	i	u	2.9%	i	-1.4%	0.8%	18.5%	i	-3.8%	-18.5%
COc1ccc(-c2coc3cc(O)cc(O)c3c2=O)cc1	u	i	i	-15.9%[25.5 µM]	i	-1.5%	-0.4%	-16.2%	i	u	15.8µM*
CCCCN1C2CCCC1CC(NC(=O)c1ccc(OC)c(OC)c1)C2 (stereo not given)	i	i	i	-3.4%	i	-2.4%	-2.2%	0.9%	i	-0.3%	-20.2%
CCCCN1Cc2cc(C(=O)c3cc(F)ccc3O)cnc2NC1=O	i	i	i	6.4%	1.47e-08M*	-2.8%	-4.8%	0.9%	1.38e-08M*	-11.9%	21.1%
CCc1cc2ccc(C)cc2nc1SCC(=O)N1CCN(C(=O)c2ccco2)CC1	i	i	i	-8.5%	i	-4.9%	-3.1%	u	i	5.9%	0.5%
c1cncc(-c2ccc3ncnc(NCCN4CCOCC4)c3c2)c1	i	i	i	0.8%[2.29 µM]	i	-0.4%	0.3%	-5.2%	i	-3.3%	-26.2%
COc1cccc(NC(=O)Cn2c(=O)n(CCCC(=O)NCc3ccco3)c(=O)c3ccccc32)c1	i	i	i	1.0%	i	0.8%	-1.2%	26.4%	i	3.1%	-8.8%
CCNC(=O)NC(=O)CSc1ccc(NC(C)=O)cc1	u	i	u	-2.7%	i	2.1%	-1.2%	-5.2%	i	0.8%	1.0%
CC(=O)N1CCC2(CC1)C(C#N)=C(N)Oc1n[nH]c(CSc3ccc(C)cc3)c12	u	i	u	1.9%	i	-0.3%	0.3%	2.9%	i	3.4%	u
CCC(=O)N1CCc2cc(S(=O)(=O)CCC(=O)Nc3ccc(C)c(F)c3)ccc21	i	i	i	1.9%	i	2.4%	0.4%	3.2%	i	24.9%	2.8%
O=C1CC(c2cccs2)Sc2nc3ccccc3n21 (stereo not given)	i	i	u	15.8µM*	i	-1.4%	-2.9%	24.7%	i	2.6%	-16.3%
O=C(c1cc(C(F)(F)F)cc(C(F)(F)F)c1)N1CCC[C@@]2(CCN(c3ccncc3)C2)C1	i	i	i	0.4%[11.4 µM]	i	-2.7%	-0.6%	u	i	21.7%	18.8%
O=c1cc(CSc2nnnn2-c2ccccc2)[nH]c2[nH]n(-c3ccccc3)c(=O)c12	i	i	i	-1.1%	i	-2.0%	-10.1%	0.7%	i	-21.0%	u
CCCCCSc1nc2c(cnn2-c2ccccc2)c(=O)[nH]1	i	i	i	1.0%	i	3.1%	-0.8%	3.2%	i	28.2%	-4.0%
O=C(Nc1nc2c(s1)CCCC2)c1ccc(Br)o1	x	x	x	6.31µM*	x	-2.2%	-1.4%	11.1%[11.4 µM]	x	61.6%[11.4 µM]	u
COc1cccc(CC(=O)NCC2COc3ccccc3O2)c1OC (stereo not given)	i	i	i	1.7%	i	-1.2%	-1.6%	u	i	-7.9%	-9.9%
Cc1ncc([N+](=O)[O-])n1C[C@H](O)CCl	u	i	u	5.4%[25.5 µM]	3.19e-08M*	-3.1%[25.7 µM]	2.4%[25.7 µM]	-0.1%[25.6 µM]	3.69e-08M*	-5.6%[25.6 µM]	-6.7%[25.7 µM]
COC(=O)c1sc(=S)n(-c2ccccc2)c1N	i	i	i	2.0%	i	-2.3%	0.0%	3.3%	i	-8.5%	-14.5%
O=C(c1ccccc1)N1CCCC(c2nc3c(nnn3Cc3ccccc3)c(=O)[nH]2)C1 (stereo not given)	i	i	i	0.0%	i	-0.8%	1.4%	27.3%	i	9.9%	-8.9%
CCOC(=O)C1(C)NC(c2ccc(N(C)C)cc2)C2C(=O)N(CC)C(=O)C21 (stereo not given)	u	i	i	0.3%	u	2.2%	-2.9%	-9.1%	u	-11.3%	-6.5%
Brc1ccc(-c2nc(-c3ccncc3)no2)o1	i	i	i	-1.8%	u	-3.1%	-1.3%	1.4%	u	22.6%	-12.2%
